# mHTT CaM bind: inhibitors of human mutant huntingtin-calmodulin interaction; inhibition, % at 15 µM; AlphaScreen His-mHTT/GST-CaM binding, luminescence; P42858; 3.6% of 190,000 active;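 note: 0% = both proteins with DMSO and 100% = one protein alone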
# Pf apPOL block: Pf-apPOL DNA polymerase inhibition; inhibition, % at 10 µM; Recombinant Pf-apPOL, molecular beacon fluorescence, 1.5 h; 0.25% of 210,000 active; AID 1794808
# An asterisk follows results filed as active; i = inactive; x = no result given; & = joins results of further samples. Cut-off read from the data, not from the text of the source: active = inhibition above about 50%; inactive = the rest. The order is random; 3.6% or so of the library scored in one or more.
# Below each compound – Pf apPOL block	mHTT CaM bind
- COC(=O)c1cnn(-c2ccccc2)c1C=NOC(=O)c1ccc(Cl)cc1
    7	x
- COCCNC(=O)C1CCCN(c2cnn(C)c(=O)c2)C1 (stereo not drawn)
    -2	0
- Cc1nn(-c2ccccc2)c2sc(C(=O)Nc3cccc(Br)c3)cc12
    5	33
- CCc1cc2c(=O)c(-c3nc4ccccc4n3C)coc2c(CN2CCN(C)CC2)c1O
    3	4
- O=c1[nH]c(=O)n(C2CC(O)C(CO)O2)cc1I (stereo not drawn)
    -4	2
- COC(=O)C(C)Oc1ccc2c(c1)OC(=Cc1cc(Br)ccc1OC)C2=O (stereo not drawn)
    -8	0
- Cc1cc(NCCN2CCOCC2)n2c(nc3ccccc32)c1C#N
    -3	4
- CCN1CCN(c2nc3c(c(=O)n(C)c(=O)n3C)n2Cc2c(F)cccc2Cl)CC1
    -6	-1
- Cc1ccccc1CC(=O)Nc1c(C)nc2sccn2c1=O
    1	-2
- COC(=O)C1CN(Cc2ccc(OC)cc2)CCS(=O)(=O)N1Cc1cn(Cc2ccccc2)nn1 (stereo not drawn)
    -1	11
- Cc1cccc(OCCn2ccnc2)c1C
    -2	5
- Cn1c(-c2ccc(F)cc2Cl)c(C(=O)O)c2ccccc2c1=O
    -2	2
- CCOc1ccc(S(=O)(=O)N(CC(=O)Nc2cc(OC)ccc2OC)c2ccccc2)cc1
    2	3
- CSc1cccc(NC(=O)c2ccccc2F)c1
    2	x
- COc1cccc2sc(N3CCN(C(=O)C4CCN(S(C)(=O)=O)CC4)CC3)nc12
    -21	-8
- O=C(NCc1ccccc1)N1CC(c2nc(-c3cnccn3)no2)C1
    -2	-19
- O=C(NCC(c1cccs1)N1CCCC1)c1ccc(Br)o1 (stereo not drawn)
    -3	4
- CCN(CC)S(=O)(=O)c1ccc(OC)c(NC(=O)c2ccccc2)c1
    -9	-3
- COc1cccc(C2=NN3C(C2)c2cccc(OC)c2OC32CCCCC2)c1 (stereo not drawn)
    -14	52*
- O=C(CC1CCN(S(=O)(=O)c2ccc(Br)s2)CC1)N1CCCCC1
    4	-9

# Next section.
# Below each compound – Pf apPOL block	mHTT CaM bind
- O=C1C(=Cc2cccn2-c2ccc(Cl)cc2)C(=O)c2ccccc21
    -1	10
- COc1ccc(C2=NN(C(C)=O)C(c3cc4ccc(OC)cc4nc3Cl)C2)cc1 (stereo not drawn)
    -1	2
- CC(=O)N1CCCN(C(=O)C2CCC2)CC1
    0	-4
- CN(CC1(C)CCOCC1)S(=O)(=O)c1ccc(F)c(F)c1
    1	-6
- COc1ccc(NC(=O)c2ccc(CN3CCOCC3)cc2)cc1
    0	-5
- CCCC1C(c2ccc(OC)cc2)C(C#N)(C#N)C2(C#N)CC1(N)NC2=O (stereo not drawn)
    -9	8
- O=C(c1cc(C(F)(F)F)cc(C(F)(F)F)c1)N1CCC(O)(c2ccc(Cl)cc2)CC1
    -6	x
- CCOc1ccc(-c2nc3s/c(=C\c4ccccc4)c(=O)n3n2)cc1
    -6	1
- COc1cc(Br)c(CN2CCCC(O)C2)cc1OC (stereo not drawn)
    -2	-7
- Cc1ccc(/C=C2/N=C(c3ccccc3)OC2=O)cc1
    1	5
- CCOC(=O)c1csc(NC(=O)C2CCCN(c3ccc(-c4ccccc4)nn3)C2)n1 (stereo not drawn)
    -13	7
- Cc1[nH]c2ccc(Cl)cc2c(=O)c1CN1CCOCC1
    -5	-3
- O=C(NC1CC1)C1CC(c2ccccc2)CN(C(=O)C2CC2)C1 (stereo not drawn)
    -1	3
- CCc1cccc(NC(=O)N2CC(C(=O)NC)C3(CCCC3)C2)c1 (stereo not drawn)
    -3	-7
- O=c1c2ccccc2ncn1CCCCOc1ccc(Cl)cc1Br
    -4	4
- O=C(Nc1ccccn1)C(=O)N1CCOCC1
    0	2
- CCC(=O)N1CCN(Cc2noc(-c3cccc4ccccc34)n2)CC1
    1	-2
- COc1ccc2cc3cc(C(=O)N4CCN(Cc5ccc6c(c5)OCO6)CC4)oc3nc2c1
    -5	20
- CCOC(=O)N1CCN(C(=O)CCc2csc(NC(=O)c3ccco3)n2)CC1
    0	-4
- CC(C)(CO)NC(=O)Cc1ccc(NC(=O)c2ccc(Cl)s2)cc1
    -12	-2

# Next section
# Below each compound – Pf apPOL block	mHTT CaM bind
- c1ccc(COC2C3COC(O3)C(OCc3ccccc3)C2OCc2ccccc2)cc1 (stereo not drawn)
    -2	11
- O=[N+]([O-])c1ccc(C=Nc2cc(C(F)(F)F)ccc2N2CCOCC2)s1
    -10&-6	x
- O=C(NCc1ccccn1)c1ccc2c(c1)ncn2-c1ccc(OCc2ccccc2)cc1
    -7	37
- COc1cccc2cc(-c3cc(=O)oc4cc(C)c(OCC(=O)OC(C)C)cc34)oc12
    -7	-6
- CN(CC1OCCO1)c1ccc(N2C(=O)CCC2=O)cc1[N+](=O)[O-]
    -4	1
- N=c1c2c3c(sc2ncn1Cc1ccccc1)CCCC3
    20	3
- Cc1n[nH]c(C)c1S(=O)(=O)N1CCN(c2ccc(-n3ccnc3)nn2)CC1
    1	-4
- Cn1c(SCC(=O)c2ccc(Cl)cc2)nnc1C(F)(F)F
    2	x
- N#C/C(=C\c1cccc(F)c1)c1nc(-c2ccc([N+](=O)[O-])cc2)cs1
    -5	13
- COC12CCC(CC1)C(O)(C#N)C2 (stereo not drawn)
    -3	x
- COc1cc(-c2ncnn2-c2ccc(C)c(Cl)c2)cc(OC)c1OC
    -4	5
- CC(C)CC1C(=O)N(Cc2cn(Cc3ccco3)nn2)CCS(=O)(=O)N1Cc1ccc(-c2ccc(F)nc2)cc1 (stereo not drawn)
    -6	60*
- COC(=O)c1cnc(NNC(=O)c2ccc([N+](=O)[O-])cc2)nc1C(F)(F)F
    6	x
- COc1ccc(C(=O)NCCc2ccc(OC)c(OC)c2)c(OC)c1
    -5	-1
- COc1ccc(CCNC(=O)C2CCN(C(=O)Cc3ccccc3)CC2)cc1OC
    -2	4
- COc1ccc(C2C(C#N)=C(N)OC3=C2C(=O)CC(c2ccccc2)C3)cc1C (stereo not drawn)
    2	3
- O=S(=O)(c1cccc(C(F)(F)F)c1)N(Cc1ccc2c(c1)OCO2)c1ccc(F)cc1
    -10	x
- CC(C)n1cnnc1C1CCCN(C(=O)Cc2cccnc2)C1 (stereo not drawn)
    0	-10
- CCN(CCCNC(=O)Cn1cc2c(n1)CCC(C)C2)Cc1ccccc1 (stereo not drawn)
    -4	-8
- CCC(=O)NCc1nc2c(n1C)CN(C(=O)c1ccc(OC)cc1)CC2
    4	6

# (continued)
# Below each compound – Pf apPOL block	mHTT CaM bind
- CC(C)CCOc1ccc(C(=O)NC(CC(=O)O)c2ccccc2)cc1 (stereo not drawn)
    2	12
- CN(C)C(=O)CCSc1ccc(Cl)cc1
    -2	-1
- Fc1ccc(C2C3=C(Nc4ncnn42)c2ccccc2OC3c2ccncc2)cc1 (stereo not drawn)
    -4	34
- CC(NC(=O)C1C2C=CC(C2)C1C(=O)O)c1ccccc1 (stereo not drawn)
    1	-5
- Clc1ccc(/C=N/Nc2nc(-c3ccccc3)cs2)cc1
    x	i
- Cc1c(Cl)cccc1N(CC(=O)N1CCN(c2ccc(F)cc2)CC1)S(C)(=O)=O
    -21	28
- Cc1ccc(NC(=O)c2ccc3c(c2)OCO3)cc1[N+](=O)[O-]
    -2	8
- CCOc1ccc(/C=c2\sc3nc(=O)c(Cc4ccccc4)nn3c2=O)cc1OC
    -6	-2
- CCN(CC)c1ncnc2c1cnn2-c1ccc(C)cc1C
    0	10
- Cc1cc(C)cc(OCC(=O)Nc2cccc(NC(=O)c3ccco3)c2)c1
    -2	16
- Cc1nnsc1C(=O)N1CCN(CCNC(=O)c2cccs2)CC1
    -5	-9
- COc1cc(NC=C(C#N)C(=O)NC(C)=O)c(OC)cc1Cl
    -8	x
- COc1cc2c(cc1OC)C(C(=O)NCCN1CCOCC1)C(c1cccs1)N(C)C2=O (stereo not drawn)
    -2	-6
- O=C(c1cccc(C(F)(F)F)c1)N1CCCN(C2CCN(Cc3ccccc3)C2=O)CC1 (stereo not drawn)
    -2	17
- Cc1n[nH]c(C)c1S(=O)(=O)N1CCC(C(=O)N2CC(C)CC(C)C2)CC1 (stereo not drawn)
    -1	2
- COc1ccc(NC(=O)Cn2nc3c(cc2=O)CC(C)CC3)cc1Cl (stereo not drawn)
    -4	5
- c1ccc(-c2onc(-c3ccco3)c2-c2ccc3c(c2)OCO3)cc1
    -4	2
- CCC(Sc1nc2ccsc2c(=O)n1CCC(=O)O)C(=O)Nc1ccc(Cl)cc1 (stereo not drawn)
    -9	23
- CC(=O)N1CCN(c2nc3c(s2)CC(C(=O)NCc2cccc(F)c2)CC3)CC1 (stereo not drawn)
    0	18
- Cc1cc2c(cc1O)CCC/C2=N\OC(=O)c1cccc(Br)c1
    2	i

# Remaining list, next part.
# Below each compound – Pf apPOL block	mHTT CaM bind
- O=C(Nc1ccc2c(c1)OCO2)c1sc2ccccc2c1Cl
    -1&-15	16&13
- CC1CCN(Cc2nc(C(=O)NCc3ccc(F)cc3)co2)CC1
    -11	2
- Cc1nc2ccccc2n1Cc1ccc(F)cc1
    -11	4
- O=[N+]([O-])/C(C(Cl)=C(Cl)Cl)=C(/Nc1ccccc1)n1nnc2ccccc21
    -1	2
- O=C(CCN1C(=O)c2ccccc2C1=O)NCc1ccccn1
    -15	1
- CC1(C(=O)NC2CCCCCCC2)CCC(=O)N1CCN1CCOCC1 (stereo not drawn)
    -5	-4
- COc1ccc(CCNC(=O)COc2ccccc2[N+](=O)[O-])cc1OC
    -5	10
- Fc1ccccc1C1CC(c2cccs2)Nc2nnnn21 (stereo not drawn)
    -7	7
- N#Cc1c(-c2cccnc2)[nH]c(=S)[nH]c1=O
    12	x
- COc1ccc(C)cc1NC(=O)c1cc(S(=O)(=O)NCc2ccc(C)cc2)ccc1F
    31	-7
- Cc1nc2nc(SCC(=O)N3CCC(C)CC3)nn2c(C)c1Cc1cccc(Cl)c1
    -7	29
- CCN(C(=O)c1ccc(F)cc1)C1C2CC3CC(C2)CC1C3 (stereo not drawn)
    2	-23
- CC(C)c1ccc(Oc2cccc3c2S(=O)(=O)N([C@H](C)c2ccccc2)C[C@@H](COCc2ccccc2)O3)cc1
    -1	8
- CC(=O)N1c2c(cc(Br)cc2S(=O)(=O)NC2CCCC2)CC1C (stereo not drawn)
    -5	0
- Cc1ccc(N2C(=O)c3ccccc3NC2c2ccccc2F)cc1 (stereo not drawn)
    3	-3
- COc1ccccc1C1(CNC(=O)c2cc(-c3ccccc3)on2)CCOCC1
    0	1
- Cn1c(SCC(=O)Nc2cccc(F)c2)nc2c([nH]c3ccccc32)c1=O
    0	5
- Cc1ccc(C(O)CN2CCN(c3ccccc3C)CC2)cc1 (stereo not drawn)
    2	-3
- O=c1[nH]c2ccccc2c(O)c1-c1nc(-c2ccc(F)c(Br)c2)no1
    -3	-8
- O=C(CCc1ccc2cc[nH]c2c1)NCc1ccccc1
    6	9

# One compound at a time, as listed above:
# `O=C(CCN1C(=O)c2ccccc2C1=O)NCc1ccccn1` in the list: Pf apPOL block: -15; mHTT CaM bind: 1
# `CC(=O)N1c2c(cc(Br)cc2S(=O)(=O)NC2CCCC2)CC1C` (stereo not drawn) in the list: Pf apPOL block: -5; mHTT CaM bind: 0

# 7 records drawn at random from the list so far:
# Below each compound – Pf apPOL block	mHTT CaM bind
- Cn1c(SCC(=O)Nc2cccc(F)c2)nc2c([nH]c3ccccc32)c1=O
    0	5
- Cc1ccc(C(O)CN2CCN(c3ccccc3C)CC2)cc1 (stereo not drawn)
    2	-3
- O=C(Nc1ccc2c(c1)OCO2)c1sc2ccccc2c1Cl
    -1&-15	16&13
- CCN(C(=O)c1ccc(F)cc1)C1C2CC3CC(C2)CC1C3 (stereo not drawn)
    2	-23
- Cc1ccc(N2C(=O)c3ccccc3NC2c2ccccc2F)cc1 (stereo not drawn)
    3	-3
- Fc1ccccc1C1CC(c2cccs2)Nc2nnnn21 (stereo not drawn)
    -7	7
- O=C(CCN1C(=O)c2ccccc2C1=O)NCc1ccccn1
    -15	1

# (continued)
# Below each compound – Pf apPOL block	mHTT CaM bind
- CC(C)CSc1nnc2c(n1)[nH]c1ccccc12
    -2	2
- CN(C)c1ccc(/C=C/CN2CCN(c3ccccc3F)CC2)cc1
    -4	72*
- CCc1cc(-c2[nH]ncc2-c2ccc(F)cc2)c(O)cc1OC
    9	74*
- CC(C)(C)C(=O)Nc1ccc2c(c1)CC(C(=O)NC1CCCCCC1)CO2 (stereo not drawn)
    6	-4
- CN(C)C(CNC(=O)c1ccc2nsnc2c1)c1cccn1C (stereo not drawn)
    -9	-6
- CCOC(CCNC(=O)c1cn(C)c(=O)c2cc(OC)c(OC)cc12)OCC
    -3	8
- O=C(Nc1ccc([N+](=O)[O-])cc1)/C(=C/c1ccc(Br)cc1)NC(=O)c1ccco1
    -3	22
- Cc1cccc(-c2ncccc2CNC(=O)c2ccc(F)cc2)c1
    2	1
- CCCOc1ccc(C(O)=C2C(=O)C(=O)N(CCN3CCOCC3)C2c2cccnc2)cc1 (stereo not drawn)
    -6	5
- CC(C)(C)c1nnc(NC(=O)c2ccccc2[N+](=O)[O-])s1
    0	5
- CC1c2[nH]c3ccccc3c2CCN1S(C)(=O)=O (stereo not drawn)
    -3	10
- O=c1c2c(n3cnnc3n1-c1ccccc1)-c1ccccc1CC21CCCC1
    -1&-3	2&2
- COc1ccc(Cl)cc1NC(=O)c1ccc(NC(=O)CCC(=O)O)cc1
    -2	3
- Cc1cccc(NC(=O)C2CCN(C(=O)c3ccc(F)cc3)CC2)c1
    -6	-1
- CC(=O)N(CCN1CCOCC1)c1nc2c(C)cc(Cl)cc2s1
    -1	10
- CCOc1cccc2cc(-c3cc(=O)oc4cc(OC(C)=O)ccc34)c(=O)oc12
    -8	1
- COc1ccc(NC(=O)C23CCC(C)(C(=O)C2Br)C3(C)C)cc1 (stereo not drawn)
    3	-6
- CCn1cc2c3c(cccc31)CN(C(=O)Nc1cccc(F)c1C)CC2
    1	-3
- Cc1cc(OCC(=O)Nc2ccc(Br)cc2)nc(N2CCCC2)n1
    -5	6
- COc1ccc(C(=O)N2CCN(c3cccc4ccccc34)C(=O)C2C)cc1 (stereo not drawn)
    -4	6
- O=C1OC(c2ccccc2)=N/C1=C/c1ccc(-c2ccccc2)cc1
    8	2
- O=C(Cc1cccs1)Nc1nnc(COc2ccccc2)o1
    -4	35

# Screens as filed in PubChem BioAssay.
